MLL CXXC-DNA inh = qHTS Fluorescence Polarization Assay for Inhibitors of MLL CXXC domain - DNA interaction; Histone-lysine N-methyltransferase 2A (Homo sapiens), Q03164; MLL-CXXC / FITC-HOXA9 DNA fluorescence polarization; Potency, µM (series often up to 115 µM), without a hit: at the top dose activity change, negative = inhibition, most hits filed as inhibitors; 290,000 compounds, 0.037% hits; AID 2662, 2010; active = well fitted inhibition curve with a large enough effect in the polarisation, with a control signal flat, not every such curve was filed as active; inconclusive = small, poorly fitted or top-dose-only effect, or effect the other way, or a change in a side signal; inactive = no such curve, though single readings can be large or run the other way; the % refers to the polarisation; note: potency is the fitted concentration of half-maximal effect
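Steps: dispense CXXC domain solution (7 uM) → pin compounds or unlabeled HOX-A9 DNA control → 5 min ambient → add FLSN-HOX-A9 solution (50 nM) → spin → 30 min ambient → fluorescence polarization. Tris pH 7.5/NaCl/DTT/BSA buffer.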
Integrin act MD = qHTS for Activators of Integrin-Mediated Alleviation for Muscular Dystrophy | alpha7betagal myoblasts, beta-gal FDG fluorescence, 48 h | Potency, µM (series often up to 38.3 µM), for inactives: top-dose activation, most hits filed as activators | 350,000 compounds, 0.064% hits;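 note: potency is the fitted concentration of half-maximal effect; 100% = response of the positive control SU9516; nearly all actives have a fitted effect of over 60% in size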
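alpha7betagal+/- myoblasts (passage 13, 250/well) treated 48 h at 37C with compounds at 1:260 dilution of DMSO stock. Lysed, then beta-galactosidase activity read as FDG fluorescence (ex 480/em 540) after 30 min, with pre-read for autofluorescence.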
ASM inhibitor = Inhibitors of Secretory Acid Sphingomyelinase (S-ASM): qHTS; placental ASM, HMU-PC fluorogenic substrate, 60 min; Potency, µM (series often up to 57.5 µM), inactives show at the top dose activity change, negative = inhibition, usual class: inhibitors; 340,000 compounds, 0.006% hits; AID 504937, 2011; note: potency is the fitted concentration of half-maximal effect
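Fluorogenic HMU-PC substrate (9 uM final) is turned over by placental ASM in 60 min at 37 C after a 10 min compound preincubation. Reaction ended by alkaline stop (pH 10), with fluorescence read at 386/447 nm.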
KCNH2 3.1 block = qHTS for Inhibitors of KCHN2 3.1: Mutant qHTS | Potassium voltage-gated channel subfamily H member 2, brain isoform KCNH2 3.1 (human) | U2OS KCNH2 3.1, thallium flux FluxOr; hits give low values | AID 720553, 2013 | 340,000 compounds, 0.95% hits | activity change, % (tested at about 1.8 µM);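 active = maximum activity change below -70%; inconclusive = maximum activity change from -70% to -50%; inactive = maximum activity change above -50%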;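 note: thallium influx rate constant from kinetic fluorescence after stimulation buffer; % is set by controls: 0 for no effect and ±100 for the full control effect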
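Kinetic fluorescence (2 min after stimulation buffer) measures Tl+ influx through KCNH2 3.1 expressed by viral transduction in U2OS cells; the rate constant is normalized against DMSO controls serving as positive and negative references.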
GALK inhibitor = qHTS Assay for Inhibitors of Human Galactokinase (GALK); Purified GALK, Kinase-Glo residual ATP luminescence; 270,000 compounds, 0.007% hits; Potency, µM (doses to about 57.5 µM), inactives show at the top dose activity change, negative = inhibition, actives largely listed as inhibitors; AID 1868, 2009; P51570; note: potency is the fitted concentration of half-maximal effect; % is set by controls: 0 for no effect and ±100 for the full control effect
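ATP-depletion format; final 35 uM ATP, 100 uM D-galactose, 5 nM enzyme; pH 8.0 HEPES/Mg2+ buffer; 60 min RT; luminescence read 10 min after detection reagent.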
Coupling enz = qHTS Assay for Inhibitors of Fructose-1,6-bisphosphate Aldolase from Giardia Lamblia: Coupling assay counterscreen. coupling enzyme system counterscreen, AmpLite Red fluorescence. activity change, negative = inhibition, % at 58.2 µM, hits read low. 290,000 compounds, 0.67% hits. AID 2472, 2010; in the data active = activity change below about -30%; note: % is set by controls: 0 for no effect and ±100 for the full control effect
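First, compound is pin-transferred into glyceraldehyde-3-phosphate coupling-enzyme reagent at 57.5 uM final and held 10 min at RT. Next, substrate, coupling system and AmpLite Red are added. After 20 min RT, fluorescence (525/598 nm) is read.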
MBNL1 CUG block = qHTS Assay for Inhibitors of MBNL1-poly(CUG) RNA binding; TR-FRET MBNL1-His/biotin-(CUG)12 binding, 665/545 ratio; Potency, µM (titrated, usually from 57.5 µM), for the others: at the top dose activity change, negative = inhibition, usual class: inhibitors; 280,000 compounds, 0.036% hits; AID 2675, 2010; active = well fitted inhibition curve with a large enough effect in the signal ratio, with a control signal flat, not every such curve was filed as active; inconclusive = small, poorly fitted or top-dose-only effect, or effect the other way, or a change in a side signal; inactive = no such curve, though single readings can be large or run the other way; the % refers to the signal ratio; note: potency is the fitted concentration of half-maximal effect; % is set by controls: 0 for no effect and ±100 for the full control effect
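Compound titration spanned 92 nM–58 uM against the MBNL1-His/biotin-(CUG)12 complex. After 60 min at room temperature with 5 nM streptavidin-XL665 and 0.055 ng/ul terbium anti-His, ratiometric 665/545 nm emission (Ex 340 nm) normalized to controls.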
TRPV1 agonist = HTS Assay for Compounds that Act as Agonists of the Vanilloid Receptor 1. 320,000 compounds, 0.19% hits. TRPV1-expressing cells, Fluo-8 calcium influx, agonist mode. Transient receptor potential cation channel subfamily V member 1 (Homo sapiens), Q8NER1. activation, % at 8.33 µM; in the data active = activation above about 80%; inconclusive = between about 30% and that limit; note: 0% is about no effect
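Fluo-8 calcium influx in TRPV1-expressing cells, kinetic read (ex 480/em 520 nm). Compound added and read 3 min for agonist activity, followed by capsaicin at EC20 final and 2 min further read for enhancement.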
AT treatment = qHTS Assay for Identifying a Potential Treatment of Ataxia-Telangiectasia; 320,000 compounds, 0.19% hits; AID 485349, 2010; Potency, µM (titrated, usually from 57.5 µM), without a hit: at the highest dose activation, hits mostly activators; […] A-T fibroblasts, KAP-1 phosphorylation AlphaLISA; neocarzinostatin DNA damage 30 min before lysis; note: potency is the fitted concentration of half-maximal effect; % of control where 0% means no effect; nearly all actives have a fitted effect of over 45% in size
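hTERT-immortalized A-T patient fibroblasts ([…]), 500 cells/well in OPTI-MEM, 1% FBS, got compounds for 60 min, then NCS for 30 min at 37C. Lysates were then assayed for phospho-KAP-1 by AlphaLISA (anti-pKAP1 donor, anti-KAP1 acceptor beads), 6 hr at 25C.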
hERG WT inh = qHTS for Inhibitors of KCHN2 3.1: Wildtype qHTS | AID 720551, 2013 | U2OS, BacMam KCNH2, thallium flux FluxOr; hits give low values | activity change, % at 1.84 µM | 340,000 compounds, 0.37% hits | Voltage-gated inwardly rectifying potassium channel KCNH2 (Homo sapiens), Q12809;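 active = maximum activity change below -70%; inconclusive = maximum activity change between -70% and -50%; inactive = maximum activity change above -50%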; note: % is set by controls: 0 for no effect and ±100 for the full control effect
Target sequence (Q12809 whole entry, looked up): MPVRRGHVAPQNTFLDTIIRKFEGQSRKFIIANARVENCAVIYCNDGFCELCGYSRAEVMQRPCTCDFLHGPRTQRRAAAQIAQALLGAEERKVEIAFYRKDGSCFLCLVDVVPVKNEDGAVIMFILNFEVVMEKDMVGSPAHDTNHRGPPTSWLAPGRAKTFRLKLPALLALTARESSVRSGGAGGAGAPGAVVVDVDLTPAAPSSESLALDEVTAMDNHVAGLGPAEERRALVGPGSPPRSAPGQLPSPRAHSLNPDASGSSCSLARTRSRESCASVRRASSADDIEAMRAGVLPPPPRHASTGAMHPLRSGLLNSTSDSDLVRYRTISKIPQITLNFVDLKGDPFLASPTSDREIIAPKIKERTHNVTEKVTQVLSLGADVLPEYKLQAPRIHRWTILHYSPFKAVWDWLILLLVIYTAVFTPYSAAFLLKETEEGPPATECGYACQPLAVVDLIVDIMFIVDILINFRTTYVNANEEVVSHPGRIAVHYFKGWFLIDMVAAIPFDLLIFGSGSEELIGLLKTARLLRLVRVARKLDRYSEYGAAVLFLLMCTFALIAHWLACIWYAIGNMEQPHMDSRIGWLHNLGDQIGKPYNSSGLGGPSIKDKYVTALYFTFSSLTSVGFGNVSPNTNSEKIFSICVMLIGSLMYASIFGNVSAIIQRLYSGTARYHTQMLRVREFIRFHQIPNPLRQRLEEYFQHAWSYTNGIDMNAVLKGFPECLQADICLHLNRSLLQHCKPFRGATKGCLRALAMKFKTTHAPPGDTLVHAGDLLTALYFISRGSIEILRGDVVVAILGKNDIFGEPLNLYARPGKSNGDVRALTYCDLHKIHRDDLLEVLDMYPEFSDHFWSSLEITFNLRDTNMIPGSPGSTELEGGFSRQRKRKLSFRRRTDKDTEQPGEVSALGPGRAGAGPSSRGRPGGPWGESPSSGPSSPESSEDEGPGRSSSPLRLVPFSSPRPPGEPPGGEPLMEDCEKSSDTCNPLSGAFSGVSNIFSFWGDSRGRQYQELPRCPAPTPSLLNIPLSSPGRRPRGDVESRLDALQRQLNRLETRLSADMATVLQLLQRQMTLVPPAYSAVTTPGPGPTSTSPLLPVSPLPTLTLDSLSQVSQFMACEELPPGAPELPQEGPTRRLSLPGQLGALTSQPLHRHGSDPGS
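U2OS cells transduced with wild-type KCNH2 virus are loaded with FluxOr dye for 45 min, and thallium flux is measured in kinetic reads before and after stimulation buffer. Rate constants are normalized to DMSO controls.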
Starred values were filed as active, the others as inactive; ? = inconclusive; · = no result given; [ ] = remark or other dose. Unless noted, calls come from the whole dose curve; as a rule, active = well fitted curve in the direction sought with a large enough effect; inconclusive = small, poorly fitted or top-dose-only effect, or another doubt; inactive = no such curve, though single readings can be large; an effect the other way counts as inactive or inconclusive.

SMILES	MLL CXXC-DNA inh	Integrin act MD	ASM inhibitor	KCNH2 3.1 block	GALK inhibitor	Coupling enz	MBNL1 CUG block	TRPV1 agonist	AT treatment	hERG WT inh
Cn1c(SCCN2CCCC2)nnc1C1CCN(S(=O)(=O)c2cccc(F)c2)CC1	5%	14%	-2%	-8	9%	1	-1%	3	4%	-3
CCN(CC)S(=O)(=O)c1cccc(C(=O)Nc2cc3oc4ccccc4c3cc2OC)c1	?	-4%	3%	-11	0%	0	·	-1	-2%	-14
Cc1ccc(NS(=O)(=O)c2cccc(C(=O)N/N=C/c3c(C)nn(-c4ccccc4)c3N3CCCC3)c2)c(C)c1	7%	-17%	·	-2	1%	3	·	0	4%	-6
NC(=O)c1ccccc1NC(=O)CSc1cn[nH]n1	-15%	10%	-1%	6	-2%	2	-8%	-2	15%	6
O=C(CN1C(=O)NC2(CCCCCC2)C1=O)N1CCN(c2ccc(F)cc2)CC1	·	26%	-9%	0	·	·	·	-1	4%	-13
CC(C)C[C@@H](CO)N1CCN(Cc2ccc(Br)cc2)CCC1=O	-12%	-27%	1%	-12	·	1	-3%	-2	-3%	6
COc1ccc(-c2ccc(NS(=O)(=O)c3ccc([N+](=O)[O-])cc3)cc2)nn1	5%	12%	-5%	-10	-5%	·	?	1	3%	3
O=C(COc1ccccc1)N1CCN(c2nnc(-c3ccccc3)c3ccccc23)CC1	17%	-18%	1%	-5	-1%	1	6%	18	2%	-6
Cc1ccc(NC(=O)Cn2sc3nc(C)cc(C)c3c2=O)c(Cl)c1	32%[activator]	2%	-7%	76	0%	1	0%	15	-7%	7
COC(=O)c1cn(C(=O)c2cccc(Br)c2)c2ccccc12	2%	?	-7%	-1	-5%	-2	9%	1	-7%	18
COc1ccc(NC(=O)C(C)N2c3cccc4cccc(c34)S2(=O)=O)cc1OC (stereo not given)	5%	-58%[inhibitor]	-3%	3	0%	5	?	-3	-3%	-12
Cc1ccc(-n2cc(CN3CCN(Cc4nccn4C)CC3)c(-c3cccc(C)c3)n2)cc1	-3%	-31%	3%	-4	9%	-1	11%	2	·	6
O=C(CNS(=O)(=O)c1ccccc1)NCc1ccco1	-15%	13%	-1%	16	0%	3	4%	3	-4%	22
COc1cc(N2C(=O)NC3CC2(C)Oc2ccccc23)cc(OC)c1OC (stereo not given)	13%	-7%	0%	-12	-2%	3	-11%	-2	-9%	-14
CN(C)CCN(C)Cc1ccccc1Sc1cccc2ccccc12	4%	-66%[inhibitor]	-1%	-5	1%	1	23%	7	7%	18
O=C(COC(=O)CCc1ccc(S(=O)(=O)N2CCOCC2)cc1)NC1CCCC1	-2%	?	0%	5	-4%	8	-7%	0	-2%	-2
O=C(Cc1n[nH]c(=O)[nH]c1=O)N/N=C/c1cccc(Cl)c1	2%	-6%	8%	-16	-4%	-3	·	·	5%	-34
Cc1cc(Cl)ccc1OCC(=O)N/N=C/c1ccncc1	-22%	0%	-2%[11.5 µM]	-26	1%	-1	15%	29	-4%	4
COc1ccc(CCn2c(=S)[nH]c3ccc(N4CCOCC4)cc3c2=O)cc1OC	17%	-41%	42%	1	1%	0	-2%	-2	1%	-22
Cc1cc(C(C)(C)C)cc(C)c1C[n+]1ccc2ccccc2c1	-13%	?	2%	3	0%	1	12%	3	-17%	-4
Cc1cc(Nc2ccc(Cl)cc2)n(-c2ccccc2)n1	8%	-18%	-6%	-2	-5%	1	13%	?	2%	-6
O=C(COC(=O)c1cc2c(s1)CCC2)Nc1ccc(F)cc1	36%[activator]	12%	132%[activator]	-10	1%	1	-11%	29	13%	-7
CCOc1c2ccccc2nn1CCO	·	10%	2%	·	·	·	·	-1	?	·
Cc1ccc(OCC(O)CNS(=O)(=O)c2ccccc2C(=O)N2CCCCC2)cc1 (stereo not given)	3%	3%	-1%	0	0%	0	-9%	-2	13%	0
CC(C)COP(=O)(c1ccc(N(C)C)cc1)C(O)c1ccc(N(C)C)cc1 (stereo not given)	12%	5%	0%	-9	·	-1	1%	1	-23%	-4
CC1(C(=O)O)CCC(C(=O)Nc2ccc(Cl)c(Cl)c2)C1(C)C (stereo not given)	5%	20%	-1%	21	-4%	4	7%	-2	-4%	-10
Cc1cc(NC(=O)c2ccccc2F)nc2c1c(=O)oc1ccccc12	1%	-10%	2%	4	-4%	0	-1%	2	5%	-1
CC(C(O)c1cc(=O)c(OCc2ccccc2)co1)[N+](=O)[O-] (stereo not given)	·	-55%[inhibitor]	0%	-1	·	·	·	·	·	0
c1csc(-n2nc3ccccc3n2)c1	-7%	-18%	-1%	-2	2%	0	9%	22	2%	1
COC(=O)c1sccc1NC(=O)Cc1ccc(Br)cc1	?	-2%	0%	4	0%	7	·	5	?	-13

Of the compounds above, 2 have a furan ring, fused or not.
SMILES	MLL CXXC-DNA inh	Integrin act MD	ASM inhibitor	KCNH2 3.1 block	GALK inhibitor	Coupling enz	MBNL1 CUG block	TRPV1 agonist	AT treatment	hERG WT inh
CCN(CC)S(=O)(=O)c1cccc(C(=O)Nc2cc3oc4ccccc4c3cc2OC)c1	?	-4%	3%	-11	0%	0	·	-1	-2%	-14
O=C(CNS(=O)(=O)c1ccccc1)NCc1ccco1	-15%	13%	-1%	16	0%	3	4%	3	-4%	22

Back to the main list with the 2 entries that preceded the break.
SMILES	MLL CXXC-DNA inh	Integrin act MD	ASM inhibitor	KCNH2 3.1 block	GALK inhibitor	Coupling enz	MBNL1 CUG block	TRPV1 agonist	AT treatment	hERG WT inh
c1csc(-n2nc3ccccc3n2)c1	-7%	-18%	-1%	-2	2%	0	9%	22	2%	1
COC(=O)c1sccc1NC(=O)Cc1ccc(Br)cc1	?	-2%	0%	4	0%	7	·	5	?	-13
CCOC(=O)N1CCN(Cc2nc3c(c(=O)n(C)c(=O)n3C)n2Cc2ccc(F)cc2)CC1	7%	-21%	-3%	3	0%	-1	-16%	12	22%	1
CCc1nc(N2CCN(C(=O)c3ccco3)CC2)c2c3c(sc2n1)CCCC3	-13%	2%	5%	-12	-3%	7	13%	?	7%	-5
NCCCC[C@H]1CN=C(N)N1CCC12CC3CC(CC(C3)C1)C2	1%	-6%	6%	2	-2%	6	4%	-4	-3%	-3
O=C(CCc1ccc(S(=O)(=O)N2CCOCC2)cc1)NN=C1CCCCCCC1	-1%	-1%	2%	-1	0%	1	-17%	2	3%	0
O=C(Nc1ccccn1)c1ccc2c(c1)OCCO2	10%	5%	-2%	13	3%	6	0%	14	-2%	22
Cc1occc1-c1nnc(SCC(=O)N2CCOCC2)n1CC(C)C	29%	-5%	1%	14	1%	3	?	2	·	21
O=c1cc(O)c2sc(Nc3cccc(C(F)(F)F)c3)nc2[nH]1	3%	3%	2%	11	0%	-1	-10%	3	-4%	16
C=CCn1c(SCC(=O)Nc2sccc2C(N)=O)nc2ccccc2c1=O	-1%	-15%	1%	1	-1%	8	-6%	-1	2%	-4
COc1ccccc1CCNC(=O)c1nc(-c2cccs2)no1	20%	-50%[inhibitor]	0%	·	0%	-7	-1%	24	4%	12
COc1ccc(C)c2sc(N(CCN(C)C)C(=O)c3cccc(N4C(=O)CCC4=O)c3)nc12	·	5%	·	21	·	·	·	0	1%	2
Nc1cc(=O)[nH]c(SCC(=O)Nc2ccc(Br)cc2)n1	10%	23%	-2%	-1	-1%	2	2%	7	10%	-9

Copied from above (two entries):
SMILES	MLL CXXC-DNA inh	Integrin act MD	ASM inhibitor	KCNH2 3.1 block	GALK inhibitor	Coupling enz	MBNL1 CUG block	TRPV1 agonist	AT treatment	hERG WT inh
CCOC(=O)N1CCN(Cc2nc3c(c(=O)n(C)c(=O)n3C)n2Cc2ccc(F)cc2)CC1	7%	-21%	-3%	3	0%	-1	-16%	12	22%	1
CCc1nc(N2CCN(C(=O)c3ccco3)CC2)c2c3c(sc2n1)CCCC3	-13%	2%	5%	-12	-3%	7	13%	?	7%	-5
